U2OS ROS induce: ROS inducers in U2OS cancer cells, primary screen, cell-based, H2DCF-DA fluorescence. ROS induction (% of piperlongumine), % at 10 µM. U2OS ROS induction. 2% of 46,000 active. AID 624156, 2012; in the data active = ROS induction above about 79%, passing the limit was not always enough;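 also: 0% = DMSO vehicle median and 100% = reference compound median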
Numbers without * were called inactive; & = joins results of further samples.

item	Molecule	U2OS ROS induce
1	CC(C)(C)NCC(O)c1ccccc1Cl (stereo not given)	-19
2	CC[C@]12C=CCN3CC[C@@]4(c5ccc(OC)cc5N(C)[C@H]4[C@@](O)(C(=O)OC)[C@@H]1OC(C)=O)[C@@H]32	117*
3	CCOC(=S)SCc1nc2ccccc2c(=O)n1-c1ccccc1	38
4	C/C=C1/C[N+]2([O-])C3CC1C(CO)C2Cc1c3[nH]c2ccc(OC)cc12 (stereo not given)	-8
5	CCCN1CCC[C@@H]2Cc3[nH]ncc3C[C@H]21	1&-4
6	C[C@H]1CN([C@@H](C)CO)C(=O)CCCn2nncc2CO[C@@H]1CN(C)C(=O)Oc1cccc2ccccc12	14
7	COC(=O)c1c(C)n(CCCOC(C)C)c2c1cc(O)c1ccccc12	53
8	COc1ccccc1OCCCn1cc(C(=O)C(C)(C)C)c2ccccc21	17
9	CC[C@@H]1/C=C\C=C\C[C@H](C)C(O)[C@](C)(O)C(=O)[C@H](C)C(O)[C@H](C)C(=O)[C@H](C)[C@@H](O)[C@H](C)/C=C/C(=O)O[C@H]2[C@@H](C)[C@@H](CC1)O[C@@]1(CC[C@@H](C)[C@@H](C[C@H](C)O)O1)[C@@H]2C (stereo not given in full)	133*
10	O=C1NCN(c2ccccc2)C12CCN(CCCOc1ccc(F)cc1)CC2	0
11	Brc1cccc(CN2CCN(Cc3cccc(Br)c3)CC2)c1	8
12	OC[C@H]1O[C@@H](Oc2ccc(/C=C/c3cc(O)cc(O)c3)cc2O)[C@H](O)[C@@H](O)[C@@H]1O	-4
13	CCC(C)C1NC(=O)C2CCCN2C(=O)C(CC(C)C)OC(=O)CCNC(=O)C(C)N(C)C(=O)C(C(C)C)N(C)C1=O (stereo not given)	-9
14	CN1C[C@H](CO)C=C2c3cccc4[nH]cc(c34)C[C@H]21	-10
15	CN1CCc2c(c(N3CCCCC3)nc3n[nH]c(N)c23)C1	11
16	CC(C)C12CN3CCN(CC(C3)/C1=N/N)C2	8
17	CC(C)(O)CCC(=O)[C@](C)(O)[C@H]1[C@H](O)C[C@@]2(C)[C@@H]3CC=C4C(C=C(O[C@@H]5O[C@H](CO)[C@@H](O)[C@H](O)[C@H]5O)C(=O)C4(C)C)[C@]3(C)C(=O)C[C@]12C (stereo not given in full)	-5
18	Cc1ccc(OC(=O)N(C)C[C@H]2OCc3cnnn3CCCC(=O)N([C@H](C)CO)C[C@H]2C)cc1	6
19	CCCOC(=O)c1cc2c(cn1)[nH]c1ccccc12	-10
20	CCCc1c(C)nc(SCC(=O)C(C)(C)C)nc1OC(=O)N(C)C	50
21	CCCN1CCO[C@@H]2c3cc(O)ccc3OC[C@H]21	-9
22	CC(C)c1c(CN(C)C(C)Cc2ccccc2)n(C)n(-c2ccccc2)c1=O (stereo not given)	1
23	CC(=O)OC1(c2ccccc2)CC(C(C)(C)C)CN(C(C)(C)C)C1 (stereo not given)	-1
24	COc1ccc(CCNCc2cc(Cl)cc(Cl)c2OC)cc1OC	7
25	CC(=O)OC1CCC2(C)C(CC[C@@H]3[C@@H]2CCC2(C)C(C4=CC(=O)OC4)CCC32O)C1 (stereo not given in full)	43
26	C[C@@]1(C(=O)O)CC[C@]2(C)CC[C@]3(C)C4=CC(=O)c5cc(O)c(O)cc5[C@]4(C)CC[C@@]3(C)[C@@H]2C1	3
27	C=C1C(=O)O[C@@H]2/C=C(/C)CC/C=C(/C)C[C@@H](OC(=O)/C(=C/CO)CO)C12 (stereo not given in full)	66
28	Cc1ccc(Oc2c(C)nc(C)nc2OC(=O)N(C)C)cc1	-1
29	C[C@@H]1CN([C@@H](C)CO)C(=O)CCCn2cc(nn2)CO[C@H]1CN(C)C(=O)Oc1cccc2ccccc12	11
30	O=C(CCn1nc(-c2ccc(Cl)cc2)ccc1=O)N1CCC2(CC1)OCCO2	-3
31	CC(C)c1cc2c(cc1O)[C@@]1(C)C[C@@H](O)CC(C)(C)C1CC2 (stereo not given in full)	5
32	O=C1CSC(c2ccccc2Cl)c2cc(Cl)ccc2N1 (stereo not given)	-6
33	CC(C(=O)Nc1ccc(Cl)cc1C(=O)c1ccccc1)N1C(=O)C2C3C=CC(C3)C2C1=O (stereo not given)	20
34	Cc1ccc(OC(=O)N(C)C[C@H]2OCc3cnnn3CCCC(=O)N([C@@H](C)CO)C[C@H]2C)cc1	13
35	C=CCC1(NCCc2ccccc2)CCCCC1	23
36	Cc1[nH]c2ccccc2c1CCNCC(C)(C)C	5
37	NC1C[C@H]1c1ccccc1 (stereo not given in full)	64
38	COc1cc[n+](OC(=O)N2CCCCC2)c(C)c1	-5
39	Cc1ccc(NC(=O)c2cccc(OC(=O)N(C)c3ccccc3)c2)cc1C	16
40	CN[C@@H]1C[C@H]2O[C@@](C)([C@@H]1OC)n1c3ccccc3c3c4c(c5c6ccccc6n2c5c31)C(=O)NC4	-4
41	O=C(CCNS(=O)(=O)c1ccccc1)Nc1ccc(Br)cc1C(=O)c1ccccc1	-3
42	CCCN1CCc2cc(O)cc3c2[C@H]1Cc1ccc(O)c(O)c1-3	-11
43	O[C@@H]1CCCC[C@H]1N1CCC(c2ccccc2)CC1	-10

Looked up above:
Cc1[nH]c2ccccc2c1CCNCC(C)(C)C | U2OS ROS induce: 5
CC(C)c1cc2c(cc1O)[C@@]1(C)C[C@@H](O)CC(C)(C)C1CC2 (stereo not given in full) | U2OS ROS induce: 5
C[C@@]1(C(=O)O)CC[C@]2(C)CC[C@]3(C)C4=CC(=O)c5cc(O)c(O)cc5[C@]4(C)CC[C@@]3(C)[C@@H]2C1 | U2OS ROS induce: 3
Cc1ccc(OC(=O)N(C)C[C@H]2OCc3cnnn3CCCC(=O)N([C@@H](C)CO)C[C@H]2C)cc1 | U2OS ROS induce: 13
C=C1C(=O)O[C@@H]2/C=C(/C)CC/C=C(/C)C[C@@H](OC(=O)/C(=C/CO)CO)C12 (stereo not given in full) | U2OS ROS induce: 66
Cc1ccc(NC(=O)c2cccc(OC(=O)N(C)c3ccccc3)c2)cc1C | U2OS ROS induce: 16
CC(C)c1c(CN(C)C(C)Cc2ccccc2)n(C)n(-c2ccccc2)c1=O (stereo not given) | U2OS ROS induce: 1

As a short view, 5 of the compounds above:
item	Molecule	U2OS ROS induce
39	Cc1ccc(NC(=O)c2cccc(OC(=O)N(C)c3ccccc3)c2)cc1C	16
40	CN[C@@H]1C[C@H]2O[C@@](C)([C@@H]1OC)n1c3ccccc3c3c4c(c5c6ccccc6n2c5c31)C(=O)NC4	-4
41	O=C(CCNS(=O)(=O)c1ccccc1)Nc1ccc(Br)cc1C(=O)c1ccccc1	-3
42	CCCN1CCc2cc(O)cc3c2[C@H]1Cc1ccc(O)c(O)c1-3	-11
43	O[C@@H]1CCCC[C@H]1N1CCC(c2ccccc2)CC1	-10

Some of the entries so far, as labelled records.
#27 C=C1C(=O)O[C@@H]2/C=C(/C)CC/C=C(/C)C[C@@H](OC(=O)/C(=C/CO)CO)C12 (stereo not given in full)
  U2OS ROS induce = 66

#28 Cc1ccc(Oc2c(C)nc(C)nc2OC(=O)N(C)C)cc1
  U2OS ROS induce = -1

#20 CCCc1c(C)nc(SCC(=O)C(C)(C)C)nc1OC(=O)N(C)C
  U2OS ROS induce = 50

#14 CN1C[C@H](CO)C=C2c3cccc4[nH]cc(c34)C[C@H]21
  U2OS ROS induce = -10

Bioassay records as filed in PubChem BioAssay.

A portion of the library; the hit share may differ from the screen's.
